# hIAP block: blocks human intestinal alkaline phosphatase; 330,000 tested, 0.12% active; P09923; purified IAP, CDP-Star luminescence, 30 min; inhibition, % at 10 µM; AID 2544;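 active = inhibition reaching a set limit with compound at 10 µM in the primary screen, cut at about 35% in these data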;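 also: plate controls were DMSO wells with enzyme for no effect and no-enzyme buffer wells for full effect; values of inactives mirror those of a sister screen read the other way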
# Target sequence (P09923 whole entry, looked up): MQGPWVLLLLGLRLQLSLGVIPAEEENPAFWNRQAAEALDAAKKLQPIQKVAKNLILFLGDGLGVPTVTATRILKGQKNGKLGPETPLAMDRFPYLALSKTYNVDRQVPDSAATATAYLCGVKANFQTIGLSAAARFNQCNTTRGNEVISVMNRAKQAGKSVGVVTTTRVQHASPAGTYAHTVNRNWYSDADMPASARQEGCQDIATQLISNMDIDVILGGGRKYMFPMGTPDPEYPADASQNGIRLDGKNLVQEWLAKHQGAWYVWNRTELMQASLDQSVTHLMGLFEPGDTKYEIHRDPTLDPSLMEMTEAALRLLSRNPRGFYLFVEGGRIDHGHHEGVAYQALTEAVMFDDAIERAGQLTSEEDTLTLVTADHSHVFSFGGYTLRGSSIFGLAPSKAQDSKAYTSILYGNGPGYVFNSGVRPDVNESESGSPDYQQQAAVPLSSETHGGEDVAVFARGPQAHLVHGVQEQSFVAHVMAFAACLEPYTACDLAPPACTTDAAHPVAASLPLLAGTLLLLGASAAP
# HKDC1 inh: blocks human hexokinase HKDC1 activity; Q2TB90; recombinant HKDC1, G6PDH/diaphorase resazurin coupled fluorescence; inhibition, % at 20 µM; 340,000 tested, 0.16% active;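 active = inhibition above about 35% when tested at 20 µM, limit read from the data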;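 also: plate controls were DMSO wells with enzyme for no effect and DMSO wells lacking enzyme for full effect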
#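 Test system: recombinant HKDC1 (HK5) hexokinase enzyme, produced in-house; Amount: enzyme 5 µg/mL final; Buffer or medium: Tris pH 8.0 buffer with MgCl2, Tween-20, BSA, BME; Reagent: glucose and ATP substrates; Doses: 20 µM test compound, 1% DMSO; Incubation: 90 min reaction incubation at room temperature, dark; Detection: resorufin fluorescence at 613 nm.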
# mIAP inh: mouse IAP inhibition; purified mouse IAP, CDP-Star luminescence, 30 min; inhibition, % at 10 µM; 330,000 tested, 0.2% active;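 active = inhibition of at least 40% at 10 µM in the primary screen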;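 also: plate controls were DMSO with enzyme for no effect and no enzyme wells for full effect; values of inactives mirror those of a sister screen read the other way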
# PfG6PD inh: PfG6PD (Plasmodium falciparum) enzyme inhibition. PfGluPho enzyme, NADPH resazurin-diaphorase fluorescence. inhibition, % at 20 µM. 350,000 tested, 0.78% active;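 active = inhibition reaching at least a set limit at 20 µM in the primary screen, cut at about 59% in these data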;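 also: 0% = DMSO wells with substrate and 100% = DMSO wells lacking glucose-6-phosphate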
# ATG4B inhibitor: inhibitors of human ATG4B cysteine protease | Q9Y4P1 | ATG4B cleavage of LC3-PLA2, NBD-HPC fluorescence, 1 h | inhibition, % at 8.33 µM | 340,000 tested, 0.51% active; in the data active = inhibition above about 40%
# Target sequence (Q9Y4P1 whole entry, looked up): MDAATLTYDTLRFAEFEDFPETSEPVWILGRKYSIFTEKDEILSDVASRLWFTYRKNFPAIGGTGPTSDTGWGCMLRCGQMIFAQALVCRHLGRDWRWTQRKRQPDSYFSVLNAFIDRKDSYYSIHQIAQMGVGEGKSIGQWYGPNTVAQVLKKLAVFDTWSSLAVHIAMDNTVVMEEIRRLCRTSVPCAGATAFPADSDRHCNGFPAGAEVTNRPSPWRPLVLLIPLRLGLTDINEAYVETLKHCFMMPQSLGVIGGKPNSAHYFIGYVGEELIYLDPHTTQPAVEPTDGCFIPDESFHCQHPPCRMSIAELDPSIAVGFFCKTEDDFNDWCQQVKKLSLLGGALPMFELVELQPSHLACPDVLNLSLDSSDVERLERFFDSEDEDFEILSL
# mIAP act: increases mouse intestinal alkaline phosphatase activity; muIAP, CDP-Star luminescence, 30 min; stronger effect = higher value; 1 = vehicle-only enzyme signal, 0 = enzyme-free wells; activation factor at 10 µM; 330,000 tested, 0.24% active; AID 2805;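 active = activation factor of at least 2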; also: the source names both 10 and 20 µM as test concentration; values of inactives mirror those of a sister screen read the other way
#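 System: Mouse IAP enzyme | Also added: CDP-Star substrate | Dosing: Compounds dispensed in DMSO | Schedule: 30 min enzyme-substrate-compound incubation at room temperature | Technique: Chemiluminescence readout | Control set: DMSO-only wells and no-enzyme negative control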
# hIAP act: increases human intestinal alkaline phosphatase activity; activation factor at 10 µM; purified human IAP, CDP-Star luminescence, 30 min; stronger effect = higher value; 1 = vehicle-only enzyme, 0 = enzyme-free background; 330,000 tested, 0.16% active; P09923;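 active = activation factor of the enzyme at least 2-fold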; also: the source names both 10 and 20 µM as test concentration; values of inactives mirror those of a sister screen read the other way
# A3A deaminase: human APOBEC3A DNA deaminase inhibition; P31941; recombinant A3A, FAM/TAMRA ssDNA deamination fluorescence; inhibition, % at 20 µM; 330,000 tested, 0.41% active; AID 493011;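 active = at least 40% inhibition at 20 µM here, with at most 30% in a related deaminase screen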;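 also: plate controls were A3A with DMSO for no effect and wells lacking A3A enzyme for full effect; some results filed as inactive read as strong as hits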
# Active calls of the source: *.
# Screens in order – ATG4B inhibitor, hIAP block, HKDC1 inh, A3A deaminase, hIAP act, mIAP act, PfG6PD inh, mIAP inh
CCCC(=O)NC(=S)Nc1ccccc1OC
  -6, -3, -4, -2, 1, 0.89, -7, 11
C#CCOCCOCCOCCNc1nc(N2CCN(C(=O)[C@H](CC(N)=O)n3cc(C(N)[C@H](C)CC)nn3)CC2)nc(N2CCN(C(=O)[C@H](CC(N)=O)n3cc(C(N)[C@@H](C)CC)nn3)CC2)n1 (some centres not stated)
  5, -4, 13, -4, 1, 0.99, 4, 1
CCCn1c(N2CCN(C(=O)NCc3ccccc3)CC2)nc2ccccc21
  2, -10, -3, 5, 1.1, 1.2, -23, -19
COc1ccc(C)c(S(=O)(=O)Nc2ccc(OCC(=O)O)cc2)c1
  -3, -1, -4, -1, 1, 1, -17, -5
COC(=O)CNC(=O)Cn1c(=O)n(Cc2ccc(F)cc2)c(=O)c2sccc21
  0, -25, -4, -6, 1.2, 1.1, 5, -7
Cc1ccc(NC(=O)COC(=O)COc2cccc3c2OC(C)(C)C3)cc1C
  4, -1, 5, 0, 1, 0.92, 0, 8
C=CCNC(=O)C1CCN(c2cc(C)nc(-c3ccccc3)n2)CC1
  0, 8, -5, 0, 0.92, 0.94, -10, 6
CCC(=O)N(CC(=O)Nc1sc(C)c(C)c1C(N)=O)C1CCCCC1
  -14, -2, -8, -3, 1, 1.2, 6, -16
O=C(c1cccs1)N1CCN(Cc2cn[nH]c2-c2ccc(F)cc2F)CC1
  -1, -4, -5, 5, 1, 1.1, -14, -5
CCN(CC)C(=O)c1ccccc1NC(=O)CN1C(=O)c2ccccc2C1=O
  -4, -28, -4, 3, 1.3, 0.93, -6, 7
CC(=O)COc1ccc(-c2csnn2)cc1
  7, 6, -2, -3, 0.94, 1, -4, -1
O=C(NNc1cccc([N+](=O)[O-])c1)/C(=C\c1cccnc1)NC(=O)c1ccccc1
  -9, 6, 0, -5, 0.94, 0.85, 14, 15
COc1cccc(NC(=O)CN(C)CC(=O)c2c(C)[nH]c3ccccc23)c1
  -45, 2, 1, 14, 0.98, 1.1, 8, -8
CC(=O)Nc1ccccc1C(=O)N1CCc2ccccc21
  0, -3, -4, -1, 1, 0.94, -11, 6
CCCCCOC(=O)Cn1c(N2CCCCCC2)nc2c1c(=O)[nH]c(=O)n2C
  -5, -9, -3, -3, 1.1, 0.94, 0, 6
CCOc1ccc(-n2c(C)c(C(C)=O)c(C(C)=O)c2C)cc1
  -6, -14, -8, 0, 1.1, 1.1, -14, -7
CCO[C@@H]1OC(C(=O)Nc2ccccc2)=C[C@H](c2ccc3c(c2)OCO3)[C@H]1CCCO
  -8, 0, -3, -2, 1, 0.97, 21, 3
O=C(NCc1ccc(F)cc1)C1CCN(S(=O)(=O)c2ccc3c(c2)OCCCO3)CC1
  7, 0, -9, 1, 1, 1.1, 5, -14
O=C(Nc1ccc(Oc2cccc(C(F)(F)F)c2)nc1)c1cccs1
  17, 0, 2, 1, 0.99, 0.96, 26, 4
C/C(CC(=O)Nc1cccc2c1CCCC2)=N\NC(=O)Cc1ccccc1
  0, 6, -1, -4, 0.94, 0.92, -13, 8
Cc1cccc(C(=O)OCC(=O)Nc2sc3c(c2C#N)CCC3)c1
  -2, -14, -12, 4, 1.1, 0.99, -14, 0
Cc1c(Cl)cccc1NC(=O)[C@@H](NC(=O)c1ccccc1Cl)C(C)C
  7, -5, -13, -4, 1.1, 1.1, 2, -5
COc1ccc(OC)c(-c2nnc(SCC(=O)N3CCCC3)o2)c1
  0, -4, 1, -2, 1, 0.97, 2, 3
CCN1CCN(CC(=O)N2CCCC(C(=O)c3ccc(Oc4ccccc4)cc3)C2)CC1 (configuration not stated)
  18, 4, -6, -1, 0.96, 1.1, -4, -11
CCOC(=O)CSC1=Nc2ccccc2C2=NC(CC(=O)NCc3ccc(OC)cc3)C(=O)N12 (configuration not stated)
  -12, 12, 1, 2, 0.88, 1.1, 1, -6
CCOc1ccc2[nH]cc(S(=O)(=O)c3ccc(F)cc3)c(=O)c2c1
  1, 20, -1, 2, 0.8, 0.98, -4, 2
COc1ccc(CNC(=O)c2cccc3c2C(=O)N(Cc2cccnc2)C3)cc1
  -6, 26, -2, 2, 0.74, 0.95, -21, 5
CCOC(=O)c1c(-c2ccc(C)c(C)c2)csc1NC(=O)C1CC=CCC1C(=O)O (configuration not stated)
  6, 5, 2, 2, 0.95, 0.99, -27, 1
CC(C)c1ccc(OCC(=O)NCc2n[nH]c(=O)c3ccccc23)cc1
  -6, 7, -6, -3, 0.93, 0.93, 9, 7
COc1ccc(-c2ccccc2)cc1NC(=O)c1ccncc1
  -5, -1, -3, -2, 1, 0.91, 10, 9
COc1ccccc1Nc1cc(C(=O)NCc2cccnc2)c2ccccc2n1
  -15, -10, -2, -3, 1.1, 1.1, 19, -7
Cc1cccc(C(=O)NNC(=O)c2ccc(Cl)cc2)c1O
  -12, 15, -7, 1, 0.85, 0.7, 4, 30
O=C(CCNC(=O)c1ccccc1)OCN1C(=O)c2ccccc2C1=O
  -7, -2, -4, 2, 1, 1, 0, -4
COc1ccc2c(c1)C1NC(=S)NC(C)(O2)C1C(=O)Nc1ccc(Cl)cc1 (configuration not stated)
  0, -2, -3, -2, 1, 1.4, 51, -41
Cc1ccnc(NC(=S)NC(=O)c2cccs2)c1
  2, 13, 0, -1, 0.87, 0.97, -24, 3
Cc1cc(=O)n(CCCc2ccccc2)[nH]1
  12, -6, 4, 0, 1.1, 1.1, -3, -7
CCOC(=O)c1nn(-c2ccccc2C)c2nc(Nc3ccccc3)cc(=O)n12
  -13, 11, -2, -2, 0.89, 0.98, 3, 2
CC(C)c1nc(SCc2c(F)cccc2Cl)c2c(=O)n(C)c(=O)n(C)c2n1
  -6, 8, 1, -4, 0.92, 0.89, 19, 11
CC1Cc2cc(S(=O)(=O)N3CCC(C(=O)NCc4ccco4)CC3)ccc2N1C(=O)C1CCC1 (configuration not stated)
  2, -16, -3, -7, 1.2, 1, 9, -3
CC(C)(C)OC(=O)N[C@@H](Cc1ccccc1)C(=O)NCC1CCC(C(=O)N[C@@H](CC(=O)O)C(=O)O)CC1 (some centres not stated)
  2, -9, -3, -4, 1.1, 0.97, -2, 3
COc1ccc2oc(C(=O)Nc3ccc(N4CCOCC4)cc3)c(C)c2c1
  1, -12, 3, 6, 1.1, 1, 21, -3
Cc1nc(N2CCOCC2)c2c(C)c(C(=O)Nc3ccc(C(F)(F)F)cc3)sc2n1
  -4, -5, 5, 11, 1, 0.98, 13, 2
Cc1ccsc1C(=O)NNC(=O)c1cccc(S(=O)(=O)N2CCCC2)c1
  -5, 13, -7, -4, 0.87, 0.91, 2, 9
Cc1nc2ccc3nc(NC(=O)c4ccc5c(c4)OCCO5)sc3c2s1
  7, 25, -6, 1, 0.75, 0.99, 8, 1
CCC(CO)Oc1cc(NCc2cccc(O)c2)c2ncn(C(C)C)c2c1 (configuration not stated)
  -5, -4, 5, -1, 1, 0.99, 10, 1
C=CCN=C(C)C1=C(O)CCC1=O
  -2, -15, -4, -3, 1.2, 1, 5, 0
COC(=O)c1cc(C(=O)Nc2cc(C)on2)cc([N+](=O)[O-])c1
  -1, 11, -9, -3, 0.89, 0.96, 23, 4
Cn1cccc1Cc1nnc(SCC(=O)N2CCCC2)n1CCc1ccccc1
  6, 19, -5, -2, 0.81, 0.91, 15, 9
O=C(c1ccco1)N1CCN(c2ncnc3c2cnn3-c2ccccc2)CC1
  -14, 12, -4, -2, 0.88, 1, 19, -1
CC(=O)c1cccc(OCc2cc(C(=O)N(C)Cc3cnccn3)no2)c1
  -3, -30, 1, -1, 1.3, 0.96, 11, 4
O=C(O)CCC(=O)Nc1sc2c(c1C(=O)Nc1cccc3ccccc13)CCCCC2
  7, -11, -7, 2, 1.1, 0.93, 4, 7
O=C(NCc1ccc2c(c1)OCO2)C1CCN(S(=O)(=O)c2ccc(F)cc2)CC1
  -1, 13, -8, -3, 0.87, 0.99, 3, 1
COc1ccc(S(=O)(=O)NNC(=O)c2cc3cc4ccccc4nc3s2)cc1
  -19, 3, 12, -3, 0.97, 0.82, -34, 18
CCCCNC1CCS(=O)(=O)C1 (configuration not stated)
  5, 0, -14, -2, 1, 0.91, 10, 9
CN(C1=NS(=O)(=O)c2ccccc21)c1ccc(OC(=O)c2ccncc2)cc1
  0, -2, 2, -1, 1, 1.1, -3, -8
CCOc1ccc2[nH]c(=S)[nH]c2c1
  5, -31, 2, 1, 1.3, 1.3, -3, -33
COc1ccc(C(=O)NCC(=O)OCCOc2ccc(Cl)cc2)cc1OC
  -5, -12, -7, 1, 1.1, 1.1, -2, -8
O=S(=O)(Nc1nc2ccccc2s1)c1ccc(Br)s1
  4, -2, -2, -1, 1, 1, -11, -3
COc1ccc(-n2c(SCc3ccc([N+](=O)[O-])cc3)nnc2-c2ccccc2)cc1
  4, -7, -2, 7, 1.1, 0.91, 1, 9
Nn1c(SCc2ccccc2F)nnc1-c1cccnc1
  -17, 6, -1, -4, 0.94, 1.1, -3, -13

# Remaining list, next part:
# Screens in order – ATG4B inhibitor, hIAP block, HKDC1 inh, A3A deaminase, hIAP act, mIAP act, PfG6PD inh, mIAP inh
CC(C)C(NC(=O)C1CCC(C(C)(C)C)CC1)C(=O)NCc1cccnc1 (configuration not stated)
  -5, 14, -3, 0, 0.86, 1.1, -11, -8
O=C(NCc1ccc(Cl)c(Cl)c1)c1cccnc1
  -11, 8, -8, -4, 0.92, 1.1, -23, -8
Cc1onc2c(=O)n(-c3ccccc3)nc(-c3ccccc3)c12
  -5, 17, -4, 0, 0.83, 0.98, 0, 2
COc1ccc(C(=O)NN2CCOCC2)cc1[N+](=O)[O-]
  6, -13, -6, -2, 1.1, 0.92, -10, 8
COc1ccc(CN(Cc2ccc(OC)cc2)S(=O)(=O)c2ccc(-n3cnnn3)c(C)c2)cc1
  -9, 2, -8, -2, 0.98, 0.96, 0, 4

# Structures listed so far with fluorine:
# Screens in order – ATG4B inhibitor, hIAP block, HKDC1 inh, A3A deaminase, hIAP act, mIAP act, PfG6PD inh, mIAP inh
COC(=O)CNC(=O)Cn1c(=O)n(Cc2ccc(F)cc2)c(=O)c2sccc21
  0, -25, -4, -6, 1.2, 1.1, 5, -7
O=C(c1cccs1)N1CCN(Cc2cn[nH]c2-c2ccc(F)cc2F)CC1
  -1, -4, -5, 5, 1, 1.1, -14, -5
O=C(NCc1ccc(F)cc1)C1CCN(S(=O)(=O)c2ccc3c(c2)OCCCO3)CC1
  7, 0, -9, 1, 1, 1.1, 5, -14
O=C(Nc1ccc(Oc2cccc(C(F)(F)F)c2)nc1)c1cccs1
  17, 0, 2, 1, 0.99, 0.96, 26, 4
CCOc1ccc2[nH]cc(S(=O)(=O)c3ccc(F)cc3)c(=O)c2c1
  1, 20, -1, 2, 0.8, 0.98, -4, 2
CC(C)c1nc(SCc2c(F)cccc2Cl)c2c(=O)n(C)c(=O)n(C)c2n1
  -6, 8, 1, -4, 0.92, 0.89, 19, 11
Cc1nc(N2CCOCC2)c2c(C)c(C(=O)Nc3ccc(C(F)(F)F)cc3)sc2n1
  -4, -5, 5, 11, 1, 0.98, 13, 2
O=C(NCc1ccc2c(c1)OCO2)C1CCN(S(=O)(=O)c2ccc(F)cc2)CC1
  -1, 13, -8, -3, 0.87, 0.99, 3, 1
Nn1c(SCc2ccccc2F)nnc1-c1cccnc1
  -17, 6, -1, -4, 0.94, 1.1, -3, -13
